Bioassay records deposited in PubChem BioAssay by several laboratories.
EBV LMP1 NFkB: inhibitors of Epstein-Barr LMP1-induced NF-kappaB reporter; LMP1-induced NF-kappaB luciferase reporter cells, luminescence; inhibition, % at 12.5 µM; 350,000 tested, 0.69% active; in the data active = inhibition above about 41%;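 also: 0% = neutral control wells and 100% = reference inhibitor control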
TWEAK Fn14 block: TWEAK-Fn14 signaling inhibition; inhibition, % at 10 µM; 360,000 tested, 2% active; TWEAK-stimulated Fn14 reporter cells, luciferase luminescence, 8 h; in the data active = inhibition above about 50%
SRC1 inh: human NCOA1 inhibition | Q15788 | HEK293 GAL4-SRC1 luciferase reporter, luminescence | inhibition, % at 3.6 µM | 360,000 tested, 0.12% active;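 active = inhibition above the campaign mean plus 3 SD, with each screening campaign given its own cutoff, cut at about 60% in these data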;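 also: 0% = DMSO treated cells and 100% = gossypol at 36 µM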
C8 TRAIL sens: sensitizes caspase-8 expressing cells to TRAIL; NB7+C8 cells + TRAIL, ATPlite viability luminescence; inhibition (viability loss, TRAIL sensitization), % at 10 µM; 360,000 tested, 1% active;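 active = compounds causing at least 50% loss of cell viability in the single-dose screen, relative to plate controls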
CF NFkB inh: cystic fibrosis NF-kB activation inhibition. 360,000 tested, 0.86% active. KKLEB NF-kB-GFP reporter, PAF-induced, GFP fluorescence overnight. inhibition, % at 5 µM;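 active = at least 50% inhibition at 5 µM, scaled per plate between neutral and stimulator controls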;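 also: PAF is a Pseudomonas aeruginosa culture filtrate used as stimulus; plate controls were PAF-stimulated DMSO wells for no effect and unstimulated DMSO wells for full effect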
TROY signal inh: TROY signaling inhibition; Q293 LMP1-TROYcd NF-kB luciferase reporter, 4 h; inhibition, % at 10 µM; 360,000 tested, 0.98% active; AID 1347056;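 active = compounds whose plate-normalised and pattern-corrected inhibition of the luciferase reporter signal at the single screening dose is 50% or more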
NR2F2 inh: inhibitors of human COUP-TFII (NR2F2); HEK293T NGFI-A luciferase reporter, luminescence; inhibition, % at 8.6 µM; 370,000 tested, 0.7% active; AID 686940;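 active = inhibition above a per-plate cutoff, mean inhibition of test wells between control levels plus 3 SD, cut at about 38% in these data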;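 also: cells cotransfected with COUP-TFII expression vector driving the NGFI-A reporter; 0% = median of COUP-TF2 test wells and 100% = reporter-only cells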
KKLEB tox: CF airway cell cytotoxicity counter-screen. KKLEB CF airway cells viability, ATPlite luminescence, overnight; stronger effect = lower value; cells stimulated with P. aeruginosa culture filtrate. activity change (cytotoxicity), % at 5 µM. 360,000 tested, 0.36% active. AID 602141;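 active = corrected activity change at or below -50% at 5 µM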
NCOA3 inh: inhibitors of human steroid receptor coactivator 3 (SRC3). Q9Y6Q9. inhibition, % at 3.6 µM. HEK293 GAL4-SRC3 luciferase reporter, luminescence. 360,000 tested, 0.17% active;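 active = inhibition above a per-campaign cutoff, the mean of all compounds plus 3 SD, cut at about 60% in these data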;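 also: 0% = DMSO-treated cells and 100% = gossypol-treated cells at 36 µM; higher means less SRC3-driven luciferase light from the GAL4 reporter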
LRH-1 inv ag: NR5A2 inverse agonism in reporter assay; HEK293T StAR-luciferase reporter, LRH-1 transfected, 24 h; inhibition, % at 3.6 µM; 360,000 tested, 0.13% active; O00482; AID 602396;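 active = inhibition above the mean inhibition of all tested compounds plus 3 SD, cut at about 73% in these data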;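 also: 0% = DMSO wells and 100% = reporter-only cells lacking LRH-1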
SRC2 inh: human SRC2 (NCOA2) inhibition; Q15596; HEK293 GAL4-SRC2 luciferase reporter, luminescence; inhibition, % at 9 µM; 370,000 tested, 0.17% active; AID 651957;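 active = inhibition above the mean inhibition of all tested compounds plus 3 SD, set per campaign, cut at about 52% in these data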;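 also: 0% = DMSO treated cells and 100% = cells given Gossypol at 36 µM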
Starred values were filed as active, the others as inactive; . = no result given; & = joins results of further samples.

SMILES	EBV LMP1 NFkB	TWEAK Fn14 block	SRC1 inh	C8 TRAIL sens	CF NFkB inh	TROY signal inh	NR2F2 inh	KKLEB tox	NCOA3 inh	LRH-1 inv ag	SRC2 inh
O=C(Cc1ccccc1)c1nc2ccccc2s1	-4.0	-5.1	-88.8	5.2	5.6	-31.8	-33.6	-0.4	-44.8	-26.6	-47.2
CC(=O)CC1c2cc(F)ccc2C=C(c2ccsc2)N1c1ccc(-c2cccnc2)cc1 (stereo not drawn)	.	12.0	.	5.1	.	-21.3	6.5	.	.	-10.9	-41.9
COC(CNC(=O)CNC(=S)N(Cc1ccccc1)Cc1cccs1)OC	-17.6	3.4	-3.3	-3.6	10.4	-2.6	-7.4	7.1	4.0	7.8	20.3
CCOc1cc(/C=C2/SC(=Nc3ccccc3)N(Cc3cccnc3)C2=O)ccc1OCC#N	6.8	7.0	-13.7	6.9	28.8	17.1	4.2	-26.9	-15.0	7.7	11.7
COc1cccc(CN(C(=O)Cc2c[nH]c3ccccc23)C(C(=O)NC2CCCCC2)c2cccs2)c1 (stereo not drawn)	1.3	52.9*	9.0	8.5	-10.6	12.7	23.5	4.3	10.4	-3.4	1.8
CCOC(=O)NC(=O)c1cn(N(C)c2ncc(C(F)(F)F)cc2Cl)c(=O)[nH]c1=O	-5.7	3.3	0.7	-1.2	-15.2	8.4	-1.1	11.1	12.4	5.3	-9.0
Cc1ccc(S(=O)(=O)Nc2c(O)c3ccccc3oc2=O)cc1C	-4.0	10.8	14.0	-20.4	-20.6	2.7	6.0	14.3	2.7	-1.4	-6.4
Cc1c(Cl)ccc2c1NC(=O)[C@]21N[C@@H](Cc2ccccc2)[C@H]2C(=O)N(c3ccc(F)cc3)C(=O)[C@H]21	-8.6	12.0	5.8	-19.4	-8.7	17.1	2.5	7.7	15.5	0.4	-9.1
CCOc1cc(C=NN=C2c3ccccc3-c3ccccc32)ccc1O	-7.0	-24.8	-35.7	-4.8	0.6	-10.1	-18.1	5.8	-42.1	13.3	-21.6
N#CC(C#N)=NNc1ccc2cn[nH]c2c1	.	91.9*	29.6	0.3	79.2*	62.1*	-3.5	-7.7	30.8	26.9	-13.3
CC(O)c1nc(C(C)O)n(CC(=O)c2ccccc2)n1 (stereo not drawn)	34.4	-0.1	-6.5	13.9	-6.3	-9.5	-2.3	2.1	-5.6	0.7	-18.9
COc1ccc(C(=O)Nc2ccc(N3CCCCC3)cc2)cc1Br	-19.9	-75.9	-38.8	33.1	3.5	-34.7	-23.8	-2.8	-41.9	-74.7	-27.9
COc1ccc(C)cc1S(=O)(=O)N1CCOCC1	-2.2	1.6	-3.6	4.9	-1.1	-6.9	1.1	-3.6	1.8	-10.1	-2.5
Cc1[nH]c2ccccc2c1C(c1ccncc1)N1CCC(C)CC1 (stereo not drawn)	1.3	17.2	11.3	8.8	30.2	-1.6	12.6	-1.4	3.9	10.3	6.2
O=C(Nc1ccc(N2CCN(C(=O)c3ccco3)CC2)cc1)c1ccc(Br)cc1	11.6	2.0	5.3	-3.1	5.7	-16.9	3.5	6.3	-26.1	-7.7	14.0
CC(C)c1ccc(NC(=O)Nc2nc(C(C)N)cs2)cc1 (stereo not drawn)	.	-4.6	13.3	0.7	0.5	26.7	-4.5	-0.1	10.8	-0.6	-25.9
COc1ccc(C(=O)OCc2csc(C)n2)c(O)c1	-2.4	-12.6	-80.5	-15.6	9.5	-51.1	-27.8	-8.4	-67.2	-73.9	-54.8
O=C(N/N=C/c1ccccc1[N+](=O)[O-])c1cccs1	-10.8	-8.3	-74.6	6.7	-2.2	-43.2	-51.4	-6.1	-50.7	-90.3	-44.9
COc1ccc([N+](=O)[O-])cc1NC(=O)CC1SC(=Nc2cccc(C)c2C)N(/N=C/c2cccc(OC)c2OC)C1=O (stereo not drawn)	14.2&-4.9	14.0&21.2	-2.9&-4.4	-17.2&-7.4	5.2&7.0	-10.8&24.5	10.2&-2.5	2.9&0.1	3.8&-5.1	-10.4&-6.5	-22.1&-25.2
O=C(COc1ccc(Cl)cc1Cl)OCC(=O)N1CCCc2ccccc21	-5.0	-4.1	5.8	-5.8	2.5	8.6	14.1	-23.7	-5.4	-6.6	8.5
Cc1ccc(C#CC[N+]2(C)CCCCC2)cc1	.	-7.3	9.7	-1.4	-17.8	-11.3	4.9	3.5	18.9	1.9	0.0
O=C(Nc1ccc2oc(-c3ccncc3)nc2c1)c1ccc2c(c1)OCCO2	3.6	-21.8	1.4	14.8	19.2	-16.2	6.9	-0.2	8.2	-15.0	-9.9
OCCC1CN(Cc2cccn2-c2ccccn2)CCN1C1CCCC1 (stereo not drawn)	3.9	16.9	4.3	0.5	-15.0	-0.3	7.4	13.9	5.7	-8.0	-6.9
COC(=O)c1ccc(CNC(=O)COC(=O)c2cc(Cl)ccc2O)cc1	0.3	-21.9	-7.1	-12.5	15.6	-2.9	-3.4	13.0	-1.8	38.5	15.1

Single records, as listed above. Values in the order: EBV LMP1 NFkB, TWEAK Fn14 block, SRC1 inh, C8 TRAIL sens, CF NFkB inh, TROY signal inh, NR2F2 inh, KKLEB tox, NCOA3 inh, LRH-1 inv ag, SRC2 inh
Listed for `O=C(COc1ccc(Cl)cc1Cl)OCC(=O)N1CCCc2ccccc21` : -5.0, -4.1, 5.8, -5.8, 2.5, 8.6, 14.1, -23.7, -5.4, -6.6, 8.5
Listed for `O=C(Nc1ccc2oc(-c3ccncc3)nc2c1)c1ccc2c(c1)OCCO2` : 3.6, -21.8, 1.4, 14.8, 19.2, -16.2, 6.9, -0.2, 8.2, -15.0, -9.9
Listed for `OCCC1CN(Cc2cccn2-c2ccccn2)CCN1C1CCCC1` (stereo not drawn) : 3.9, 16.9, 4.3, 0.5, -15.0, -0.3, 7.4, 13.9, 5.7, -8.0, -6.9

Later entries
SMILES	EBV LMP1 NFkB	TWEAK Fn14 block	SRC1 inh	C8 TRAIL sens	CF NFkB inh	TROY signal inh	NR2F2 inh	KKLEB tox	NCOA3 inh	LRH-1 inv ag	SRC2 inh
Cn1c(-c2ccc(F)cc2)cnc1SCC(=O)NCc1ccco1	-12.8	6.2	-24.8	-14.5	8.9	12.3	21.1	-7.0	0.1	-0.5	3.2
Cc1ccc(Sc2cc(N3CCOCC3)nc(-c3ccccc3)n2)cc1	-0.8	6.0	-9.7	-12.4	15.0	-0.6	2.4	-20.0	3.7	6.4	2.0
O=C(NCCCN1CCOCC1)c1cccc(S(=O)(=O)N2CCc3ccccc32)c1	-2.2	6.2	-1.8	-11.0	2.5	13.2	-8.3	10.2	-14.1	-7.6	11.6
Cc1onc(-c2ccccc2)c1C(=O)Nc1ncc([N+](=O)[O-])s1	-1.2	35.1	16.9	23.8	46.9	48.1	32.8	-22.7	4.8	20.1	11.7
CC(C)n1c(Sc2nccn2C)nc2c1c(=O)n(C)c(=O)n2C	3.5	10.5	7.5	1.1	20.6	-15.1	7.0	-6.8	5.7	18.6	9.0
COCCCN1C(=O)C(CC(=O)NCc2cccs2)CC(C(=O)N(C(C)C)C(C)C)=C1C (stereo not drawn)	.	17.1	2.0	13.2	-30.4	7.9	-1.7	3.2	-3.3	11.8	-13.2
Cc1ccc(-c2ccc([C@H]3[C@@H]4C=CCC[C@@]4(C)C(=O)N3Cc3ccccc3)c(F)c2)cc1	10.2	5.2	-11.0	12.1	18.4	2.8	-15.1	-21.9	0.3	3.1	0.2
Cc1cccc(-n2c(C)cc(/C=N\NC(=O)c3ccco3)c2C)c1	0.8	-15.6	-112.2	-1.9	-6.1	-21.9	-28.2	14.5	-79.6	-79.4	-49.5
CCc1cc([N+](=O)[O-])cc(CC)c1N	3.4	11.4	4.0	-14.3	29.9	7.0	12.7	-13.0	-16.2	-21.8	-9.8
COc1ccc(-c2cn(CCO)c(-c3ccc(Cl)nc3)n2)cc1	-5.1	-16.6	-37.5	-3.9	-15.4	12.2	-24.0	2.6	-16.6	3.7	-3.7
O=C(Nc1ccnn1C1CCN(Cc2ccc(Cl)cc2)CC1)C1CCCC1	3.1	12.3	-8.5	-7.1	-2.9	3.4	16.4	0.6	6.2	7.7	-9.9
CC(=O)c1c(C)[nH]c(C(=O)OCC(=O)Nc2cccnc2Cl)c1C	4.3	-2.4	6.2	-0.2	3.2	-3.1	9.2	1.0	-13.6	7.5	3.5
N#Cc1ccc(OCC(=O)NN2Cc3ccccc3C2=N)cc1	-4.1	-1.5	0.3	-4.8	-7.4	-15.4	-4.0	-7.5	-4.5	-1.5	-27.8
Cc1nn(-c2ccccc2)c(C)c1C(=O)OCC(=O)NC(=O)NC1CCCC1	0.6	-3.9	-1.8	13.2	2.7	10.4	2.1	-2.8	-0.5	-9.7	1.3
Cc1ccc(NC(=O)C2(NC(=O)c3cccc(N4C(=O)CSC4c4ccccc4)c3)CCCCC2)cc1 (stereo not drawn)	17.4	25.0	-24.1	15.0	7.3	-1.2	-2.0	-13.1	7.4	-4.1	11.9
CC1CN(C2CCN(S(=O)(=O)c3ccc(F)cc3)CC2)CC(C)O1 (stereo not drawn)	2.9	-3.5	5.8	-0.9	-0.6	-8.8	8.9	8.3	-13.8	-4.6	5.3
O=C(c1cc(-c2cccs2)on1)N1CCOCC1	-17.8	15.8	-96.8	-9.2	3.2	-28.8	-40.5	-3.0	-71.8	-94.4	-65.9
CC(C)NC(=O)N(C)C[C@H]1Oc2ccc(NC(=O)Cn3cnnn3)cc2C(=O)N([C@H](C)CO)C[C@@H]1C	-5.1	-5.3	11.2	4.8	-11.2	-6.3	-5.2	6.6	3.4	-1.0	-8.3
O=C(Nc1cccc(Cl)c1)Nc1cc(S(=O)(=O)N2CCOCC2)ccc1N1CCCC1	6.6	5.9	-12.0	-4.4	-6.6	2.0	1.2	0.5	19.5	12.7	7.4
Cc1ccc(CSC2=Nc3ccccc3C3=NC(=O)CN23)cc1	-10.9	-20.8	-11.3	12.5	5.3	-44.5	-14.3	2.8	-16.2	-14.0	-14.1
O=C(Cc1sc(-c2ccccc2)nc1-c1ccccc1)Nc1ccccc1	-8.7	-5.5	-2.1	-7.9	-5.0	22.7	-6.3	-0.8	-0.6	17.4	-0.3
COc1ccc(C2SCC(=O)N2CC23CC4CC(CC(C4)C2)C3)cc1 (stereo not drawn)	-1.6	-6.8	4.4	-3.4	25.1	13.2	8.1	-6.0	30.3	-5.5	-4.9
CCOc1ccccc1N1CCN(Cc2ccc(Br)s2)CC1	5.0	18.4	9.9	5.4	3.6	-11.3	9.6	12.5	-7.2	3.3	4.7
Cc1ccc(NC(=O)COC(=O)CCc2ccc(S(=O)(=O)N3CCOCC3)cc2)cc1C	10.6	-8.3	6.8	-5.2	-3.0	17.4	-13.8	0.5	4.7	0.3	-2.5
O=C(NCc1n[nH]c(=S)n1-c1ccc(F)cc1)c1ccc(S(=O)(=O)N2CCOCC2)cc1	-2.0	-5.8	8.8	-2.6	-8.1	-6.2	14.5	-0.1	4.7	1.1	-2.6
COC(=O)c1c(-c2ccccc2)noc1-c1ccccc1	.	-12.4	-19.6	-3.7	1.8	-16.5	-4.8	6.2	-5.5	-8.2	-18.4
CC1CC(C)(C)NC(=S)N1CCC(=O)N1CCN(Cc2ccccc2)CC1 (stereo not drawn)	-0.4	-4.7	11.5	5.0	-9.9	-6.8	12.4	1.8	3.8	14.6	-20.8
O=C(COC(=O)C1CCN(C(=O)c2ccc(Cl)cc2)CC1)Nc1ccccc1F	-8.9	10.6	4.7	-19.0	-5.5	6.6	6.1	-0.8	-10.0	5.5	-25.0
